IDE cell inh = human IDE inhibitors in live cells, primary screen, fluorescence polarization, HEK cells, FAbetaB substrate. AID 434962, 2010. FAbetaB cleavage. actives 0.41% (n = 320,000). Insulin-degrading enzyme (Homo sapiens), P14735. inhibition, % at 5.59 µM;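 active = percent inhibition above the average of all tested compounds plus 3 SD, set per screening campaign, cut at about 16% in these data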;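 also: IDE supplied by intact live HEK cells; FP after avidin binding of uncleaved biotin substrate so inhibition keeps polarization high; 0% = DMSO wells and 100% = 60 µM reference IDE inhibitor Ii1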
IDE act = human IDE activators in live cells, primary screen, fluorescence polarization, HEK cells, FAbeta-B substrate; Insulin-degrading enzyme (Homo sapiens), P14735; FAbeta-B cleavage; 0% vehicle, 100% cell-free pure enzyme wells; activation, % at 5.96 µM; actives 0.073% (n = 340,000);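 active = activation above the mean of all tested compounds plus 3 SD, set per screening campaign, cut at about 17% in these data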
CRFBP-R2 block = antagonists of CRF-BP/CRF-R2 complex, primary screen, cell-based, HEK293, calcium dye fluorescence, uHTS | CRF-induced calcium fluorescence | AID 588475, 2011 | inhibition, % at 11.8 µM | actives 0.59% (n = 350,000);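 active = inhibition of the ligand-induced calcium signal above about 50% at the single tested concentration, limit read from the data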
MEKK3 PB1 HTS = modulators of MEKK3-MEK5 PB1 binding, primary screen, biochemical, wildtype MEKK3, multiplex bead flow cytometry, Alexa488-MEK5; binding response (% of control), % at 10 µM; Mitogen-activated protein kinase kinase kinase 3 (Homo sapiens), Q99759; AID 1529, 2009; actives 1.4% (n = 290,000); bead-based flow cytometry, Alexa488-MEK5 binding to MEKK3; actives lie on both sides; 0 = blocked by unlabeled MEK5, 100 = vehicle;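 active = binding response more than 3 SD above or below the average of its plate-row segment, actives on both sides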;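 also: Alexa488 bead fluorescence after subtracting the streptavidin-only scavenger bead signal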
Target sequence (Q99759 whole entry, looked up): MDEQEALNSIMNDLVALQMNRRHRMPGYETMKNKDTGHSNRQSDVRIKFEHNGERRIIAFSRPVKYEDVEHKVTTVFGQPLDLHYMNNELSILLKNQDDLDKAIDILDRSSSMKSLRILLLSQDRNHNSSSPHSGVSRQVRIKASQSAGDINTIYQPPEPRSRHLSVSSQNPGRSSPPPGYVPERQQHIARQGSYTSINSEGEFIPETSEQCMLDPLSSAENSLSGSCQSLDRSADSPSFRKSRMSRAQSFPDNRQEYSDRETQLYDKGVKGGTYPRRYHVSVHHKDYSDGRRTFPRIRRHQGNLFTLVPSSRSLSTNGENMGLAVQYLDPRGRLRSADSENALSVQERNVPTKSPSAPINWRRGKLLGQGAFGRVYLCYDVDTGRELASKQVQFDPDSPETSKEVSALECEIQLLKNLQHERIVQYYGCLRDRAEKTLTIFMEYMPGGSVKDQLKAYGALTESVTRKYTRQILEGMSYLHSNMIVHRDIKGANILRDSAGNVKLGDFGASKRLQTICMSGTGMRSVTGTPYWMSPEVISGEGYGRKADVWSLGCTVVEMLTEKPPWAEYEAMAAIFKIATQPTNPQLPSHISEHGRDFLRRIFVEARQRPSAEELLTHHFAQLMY
p-CIP stab down = p/CIP-EGFP fusion destabilizers, primary screen, fluorescence, F442A cells; 16 h; decrease of EGFP signal, % at 10 µM; actives 0.01% (n = 290,000);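 active = EGFP signal decrease of at least 30% at 10 µM or well 3 SD below plate mean, unless failing retest; inactive = the rest, including hits failing retest or dose response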; also: some compounds called inactive have numbers as strong as hits; many of its hits are not listed in these tables
CRFR2-BP ag = agonists of CRF-BP/CRF-R2 complex, primary screen, cell-based, HEK293, calcium dye fluorescence, uHTS. calcium dye fluorescence (FLIPR); percent of saturating CRF peptide response. CRF-binding protein / CRF receptor 2 complex (human). actives 0.46% (n = 350,000). AID 588473, 2011. activation, % at 13.2 µM;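 active = activation of at least 50%, plus an integration ratio under a set limit after plate pattern correction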;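 also: plate controls were neutral control wells without compound for no effect and CRF at EC100 for full effect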
PHOSPHO1 inh = PubChem AID 1565; recombinant PHOSPHO1, absorbance phosphatase assay; Phosphoethanolamine/phosphocholine phosphatase (Homo sapiens), Q8TCT1; actives 1.1% (n = 290,000); inhibition, % at 13.3 µM; in the data active = inhibition above about 60%
Target sequence (Q8TCT1 whole entry, looked up): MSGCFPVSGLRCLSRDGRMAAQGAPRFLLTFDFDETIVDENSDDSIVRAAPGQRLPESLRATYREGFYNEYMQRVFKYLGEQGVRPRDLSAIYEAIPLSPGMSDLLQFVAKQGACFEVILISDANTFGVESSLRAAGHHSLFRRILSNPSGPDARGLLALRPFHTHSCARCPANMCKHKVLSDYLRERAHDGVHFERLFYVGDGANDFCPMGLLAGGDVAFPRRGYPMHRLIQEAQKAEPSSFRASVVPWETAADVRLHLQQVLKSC
GalR3 antag = GalR3 antagonists in HEK293 cells, primary screen, cell-based, fluorescence readout | Galanin receptor type 3 (Homo sapiens), O60755 | HEK293 GalR3-CNG cAMP membrane potential fluorescence; galR3 body fused to GalR1 C-terminus | inhibition, % at 3 µM | actives 0.44% (n = 360,000);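 active = inhibition above the screen-wide average plus 3 SD, cut at about 13% in these data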;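 also: forskolin and galanin both at EC90 stimulate the cells; cAMP rise reported by CNG channel membrane potential dye signal; 0% = forskolin plus galanin with DMSO and 100% = forskolin alone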
M4 PAM = human M4 muscarinic receptor positive allosteric modulators, primary screen, CHO-K1 cells, Fluo-8 calcium fluorescence | Muscarinic acetylcholine receptor M4 (Homo sapiens), P08173 | CHO-K1 hM4/Gqi5, ACh EC20; 0% = ACh EC20, 100% = maximal ACh | activation, % at 3 µM | actives 0.4% (n = 360,000);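 active = activation above its plate's cutoff, the mean activation of sample wells plus 3 SD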; also: some results filed as inactive read as strong as hits
Starred values were filed as active, the others as inactive; nt = not tested or not shown; & = joins results of further samples. Compounds were not picked by outcome; any-hit rate near 4.2%.

SMILES	IDE cell inh	IDE act	CRFBP-R2 block	MEKK3 PB1 HTS	p-CIP stab down	CRFR2-BP ag	PHOSPHO1 inh	GalR3 antag	M4 PAM
CCNC(=O)CN(c1ccccc1)S(=O)(=O)c1ccc(Cl)cc1	-6	6	7	108	-4	-1.5	12	-6	-6
Nc1cc(=O)nc(SCC(=O)N2CCN(c3ccccc3)CC2)n1-c1ccccc1	0	1	-8	98	8	-0.3	29	2	3
O=C(C[C@H]1C[C@H](C(=O)N2CCOCC2)[C@@]2(CCC3CCCC3)c3[nH]c4cc(-c5ccco5)ccc4c3CCN2C1=O)NCc1ccco1	nt	3	-4	nt	nt	0.5	nt	-6	10
S=C1NC(c2ccccc2)=CC(c2ccccc2)N1 (centres undefined)	5	nt	-58	103	5	0.0	-80	-7	5
Clc1ccc(-c2nnc(N3CCCC3)nn2)cc1	4	7	-16	106	-3	0.0	-6	-5	-5
CCOc1ccc(N2C(=O)c3cccnc3C2Nc2ccc(C)c(C)c2)cc1 (centres undefined)	-3	3	4	91	-7	-1.4	8	-3	3
O=C(Nc1ncn[nH]1)c1ccccc1Br	0	0	8	96	5	-0.6	0	-2	2
O=c1nc(SCc2c(F)cccc2Cl)nc(-c2ccccc2)[nH]1	5	nt	11	99	4	-0.9	37	-1	nt
CCOC(=O)COc1cc(N)c(Cl)cc1Cl	3	5	-16	85	9	-1.9	8	5	4
COC(=O)C1=C(C)N(c2ccc(OC)c(OC)c2)C(=O)/C1=C\c1ccco1	-5	1	5	92	-1	-2.0	-120	4	3
CC1Cc2cc(/C(O)=C3/C(=O)C(=O)N(CCN4CCOCC4)C3c3ccc(C(C)C)cc3)ccc2O1 (centres undefined)	5	nt	-1	91	-10	0.7	17	-2	-2
CCOCCCNC(=O)CN1C(=O)c2ccccc2Sc2ncccc21	7	2	3	103	-4	0.9	-11	-12	2
CC(C)Cc1nc(N2CCOCC2)c(C#N)c2c1COC(C)(C)C2	1	-11	-27	100	1	0.5	-3	-2	6
COc1ccc(C2C(C(=O)OCC(=O)Nc3ccc(C)cc3)CCC(=O)N2c2ccc(OC)cc2)cc1 (centres undefined)	2	-4	5	104	-6	-0.4	-9	0	0
Cc1onc(-c2c(Cl)cccc2Cl)c1C(=O)N1CCN(c2ccccc2F)CC1	-1	-2	-15	104	0	1.0	8	-1	-3
CCCCNc1c(-c2ccc(SC3CCCCC3)cc2)nc2ccccn12	2	1	-1	nt	nt	-0.8	nt	-9	0&-5
Cc1cnc(C(=O)Oc2ccc(-c3ccccc3)cc2)cn1	3	1	-1	100	-8	0.6	14	-7	-3
COC(=O)[C@@H](Cc1c[nH]c2ccccc12)NC(=O)c1cc(=O)[nH]c2ccccc12	9	4	-5	86	1	-2.1	2	-7	-7
COC(=O)CCCCC1SCC(NC(=O)OC)C1NC(=O)OC (centres undefined)	2	4	-7	102	2	-0.6	0	-1	8
Cc1cc(C)c(C(=O)Cn2cnc3cc([N+](=O)[O-])ccc3c2=O)cc1C	0	0	-9	95	-2	-1.7	24	-5	-2
CC1CC(C)CN(C(=O)CSc2nnc(N)s2)C1 (centres undefined)	-2	3	-2	101	-3	-1.6	-8	1	2
Cc1csc(NC(=O)CSc2nnc(-c3ccc(Cl)cc3)n2N)n1	3	-3	-4	104	-8	-0.7	49	5	13
COC(=O)CSc1[nH]c2ccc(Br)cc2c1[N+](=O)[O-]	0	2	-28	94	5	-1.1	2	-6	1
Cc1cc(C)nc(NC(=O)CSc2nc3ccccc3o2)n1	5	3	15	90	-7	-2.9	69*	-4	-8
CC(=O)c1cccc(NC(=O)c2csc(-n3nc(C)cc3C(F)(F)F)n2)c1	3	0	5	101	-3	-1.4	20	-3	5
CCOC(=O)c1sc(Nc2nc(C)cc(OC)n2)nc1C	1	-2	23	104	6	5.9	56	-3	10
CCN1CCC(NC(=O)c2cc(OC)c(OC)cc2OC)CC1	-1	3	0	96	-11	-0.1	-16	-4	2
CC(=O)N1CCN(c2nc(-c3ccco3)c3c(c2C#N)CC(C)(C)SC3)CC1	4	-3	-5	103	-7	0.8	86*	-1	-5
CC(C)n1nc(C(=O)Nc2nnc(SCc3c(Cl)cccc3Cl)s2)c2ccccc2c1=O	6	-1	-33	101	-30	2.1	19	-2	-2
COc1ccc(C(=O)NC(=S)Nc2ccc3[nH]c(=O)[nH]c3c2)cc1	2	2	-2	102	-4	-0.1	9	-4	10
Cc1ccccc1-c1nc(CS(=O)(=O)CC(=O)N(C)C2CCCCC2)c(C)o1	0	-3	12	111	-7	2.2	-6	nt	-6
CCCc1cc(=O)oc2c(C)c(OCC(=O)NCCCn3ccnc3)ccc12	4	-2	-2	97	-2	-1.1	31	5	-9
COc1cc(C)c(C(C)C)cc1S(=O)(=O)n1ccnc1	5	4	14	98	-24	-2.4	-7	-1	1
CC(=O)c1ccc(-c2ccc(/C=C(/Sc3n[nH]c(C)n3)C(=O)O)o2)cc1	5	-4	3	103	-24	6.2	33	-5	11
O=C(Nc1cccnc1)C1(c2ccccc2)CCCC1	5	2	7	104	-16	-0.1	31	0	0
NC(=O)c1ccc(NC(=O)CCc2nc3ccccc3s2)cc1	5	1	5	95	11	5.5	-11	-4	-3
CCn1cc(CNC(=O)CCc2ccc(OC)cc2)cn1	1	0	-1	100	-14	-1.1	15	-3	-3
Cc1cc[n+](CC(=O)c2ccc3c(c2)OCCO3)cc1	-1	4	-7	105	-5	-1.1	2	4	0
C=CCn1c(SCC(=O)c2ccc(Br)cc2)nnc1C(C)NC(=O)Cc1ccc(OC)cc1 (centres undefined)	7	-9	23	102	-4	-0.8	9	nt	17
Oc1c(C2=NCCNC(C(F)(F)F)=C2)ccc2ccccc12	nt	4	-29	102	12	1.9	-13	-8	16
Cc1ccc(C(=O)NC(C)c2ccc(F)cc2)cc1 (centres undefined)	-3	5	-14	110	-10	-2.6	-9	0	6
CC(C)CC(NC(=O)C1CCC(C)CC1)C(=O)N1CCN(c2ccccn2)CC1 (centres undefined)	3	9	-16	104	-8	-2.0	9	-2	2
Cc1cc(C)cc(Cn2ncc(Cl)c(Cl)c2=O)c1	-3	nt	-18	96	-6	-1.0	2	3	nt
Fc1ccc(NC(=S)N2CCCN(c3ccc(C(F)(F)F)cn3)CC2)c(F)c1	-4	3	-28	98	-11	4.7	38	110*	-23
Oc1ccc2ccccc2c1CN1CCN(c2ccccc2F)CC1	nt	-1	-6	100	2	-0.3	-37	nt	2
CC[C@H](NC(=O)c1c(C)c(-c2ccccc2)nc2ccccc12)c1ccccc1	6	7	3	107	1	1.2	27	nt	-1
O=C(CC1C[C@H](C(=O)N2CCCCC2)[C@@]2(CCc3ccccc3)c3[nH]c4ccccc4c3CCN2C1=O)NCc1ccco1 (some centres undefined)	-2	4	8	nt	nt	-0.3	nt	-3	-4
CC(C)(C)N(Cc1cc2ccccc2[nH]c1=O)C(=O)c1cccc([N+](=O)[O-])c1	-1	1	-10	96	5	-1.1	-16	-4	-30
Cc1ccc(S(=O)(=O)/C(C#N)=C/c2c[nH]c3ccccc23)cc1	-5	3	-9	98	-9	-1.4	-1	-3	-10
COc1ccccc1NC(=S)N(CCc1ccc(OC)c(OC)c1)Cc1ccccn1	9	2	3	103	15	-0.3	26	-2	-3
CCN(CC)CCN1C(=O)C(O)=C(C(=O)c2ccc(C)o2)C1c1ccccn1 (centres undefined)	4	nt	-3	104	nt	2.0	nt	nt	nt
CC(C)C(NC(=O)c1ccc(F)cc1)C(=O)NCC1CCCO1 (centres undefined)	-2	5	7	103	11	5.0	3	3	6
O=C(Nc1ccc(Cl)c(S(=O)(=O)N2CCOCC2)c1)c1n[nH]c(=O)c2ccccc12	2	6	-2	nt	nt	1.1	nt	-8	9
CC(=O)c1cccc(NC(=O)c2ccc(N(Cc3ccccc3)S(C)(=O)=O)cc2)c1	5	1	-2	100	6	7.7	2	-5	-18
COc1ccc(Cc2nc3ccc(C(=O)N(C)C(C)c4nccs4)cc3o2)cc1 (centres undefined)	3	5	-10	100	2	-0.8	23	-8	4
Cc1ccc(SC(=O)c2c([N+](=O)[O-])c(C)nn2C)cc1	0	2	-5	102	0	0.1	8	-4	-15
N#CCc1ccc(C(=O)c2ccccc2F)s1	0	3	31	101	-15	-4.2	49	-1	3
N=C(N)c1ccc(/C=C/c2ccc(C(=N)N)cc2O)cc1	6	0	-3	66	-23	1.9	33	-2	17
O=C(CCc1ccccc1)NNC(=O)Cc1ccc(Cl)cc1	1	4	8	100	1	-0.5	1	-4	2
CCC(=O)c1ccc(OCC(=O)OCC(=O)NCCCc2ccccc2)cc1	2	-4	1	nt	nt	-0.5	nt	4	-1

3 compounds from above with just CRFBP-R2 block:
SMILES | CRFBP-R2 block
CC(C)(C)N(Cc1cc2ccccc2[nH]c1=O)C(=O)c1cccc([N+](=O)[O-])c1 | -10
Cc1ccc(S(=O)(=O)/C(C#N)=C/c2c[nH]c3ccccc23)cc1 | -9
COc1ccccc1NC(=S)N(CCc1ccc(OC)c(OC)c1)Cc1ccccn1 | 3

More records follow:
SMILES	IDE cell inh	IDE act	CRFBP-R2 block	MEKK3 PB1 HTS	p-CIP stab down	CRFR2-BP ag	PHOSPHO1 inh	GalR3 antag	M4 PAM
CC1CCN(C(=O)C2CCN(c3ncnc4c3nc3n4CCCCC3)CC2)CC1	1	3	-10	100	1	-3.0	42	-6	-3
O=C(O)C(Cc1ccccc1)N1C(=O)/C(=C/c2cccc3ccccc23)SC1=S (centres undefined)	4	nt	nt	82	-1	nt	24	nt	nt
O=C(Nc1ccc(F)cc1)Nc1nnc(COc2ccccc2F)s1	7	4	-28	89	12	3.0	-6	-4	-5
CCNc1nc(Cl)nc(NCCOc2ccc(C)cc2)n1	-1	1	3	99	-7	-0.5	7	4	6
CN(C)CCOC1c2ccccc2C=Cc2ccccc21	4	nt	-1	nt	nt	0.4	nt	-5	nt
Brc1ccc(-c2nnc3ccc(Nc4ccccc4)nn23)cc1	-3	nt	nt	97	2	nt	6	nt	nt
O=C(NCCCNC(=O)c1cncc(O)c1)c1cncc(O)c1	7	7	-11	92	1	-2.0	-2	-4	10
COc1ccc(CNC(c2ccccc2)c2ccc(Cl)cc2)cc1 (centres undefined)	2	-2	10	103	13	-0.3	40	-10	-4
CCOc1ccc(NC(=O)CCC(=O)NNC(=O)Nc2ccc(Cl)cc2)cc1	0	nt	13	102	-20	2.5	41	-2	6
COc1ccc(S(=O)(=O)CCC(=O)NCCc2ccc(C)cc2)cc1	5	6	10	102	4	1.9	4	-5	-1
O=C(N/C(=C/c1ccccc1)C(=O)N1CCCCC1)c1ccc(Br)o1	nt	5	-31	104	0	1.4	37	3	3
Cc1nnc(SCC2=C(C(=O)O)N3C(=O)C(NC(=O)C(C)n4nc(C(F)(F)F)cc4C)C3SC2)s1 (centres undefined)	-1	1	6	101	8	0.4	-1	-2	2
O=C(NCc1ccco1)Oc1ccccc1	0	3	7	103	-18	-7.1	21	8	12
